# Pf Dd2 inh: qHTS Primary assay for Inhibitors of Plasmodium falciparum Dd2 growth in vitro; P. falciparum Dd2 growth, SYBR Green, 72 h; Potency, µM (top dose mostly 28.9 µM), for the others: at the highest dose activity, negative = inhibition, most hits filed as inhibitors; actives 4.3% (n = 120,000); active = well fitted inhibition curve with a large enough effect; inconclusive = small, poorly fitted or top-dose-only effect; inactive = no such curve, though single readings can be large or run the other way;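 also: plate controls were DMSO vehicle for no effect and reference drug for full effect; nearly all actives have a fitted effect of over 65% in size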
#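 Infected erythrocytes (Dd2, 0.3% parasitemia, 2.5% hematocrit final) are added to compound in RPMI-1640/Albumax II medium, grown 72 h at 37C in low oxygen, then lysed with saponin/Triton-X containing SYBR Green and read by fluorescence.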
# * = called active by the depositor; i = inactive; ? = inconclusive; [ ] = dose if it differs, or a comment. Potency is read from the fitted curve at half-maximal effect. These rows are one share of the data. The share of hits here may be higher or lower than overall.
SMILES,Pf Dd2 inh
COCc1nc(CCNC(=O)c2ccoc2)no1,114%[activator]
CNC(=O)CCC[C@@H]1[C@H]2CCCN3CCC[C@@H](CN1C(=O)NCc1ccc(C)cc1)[C@@H]23,-18%
CC(C)c1ccc(CNCCSc2nnnn2-c2ccccc2)cc1,3%
COc1cc(OC)cc(C(=O)N2CCC[C@H]2c2nc(-c3ccc(C)cc3)no2)c1,30%[activator]
CCn1ccc(C(=O)NCc2cccnc2N(C)CCc2ccccn2)n1,-11%
COc1ccc2cc(C(=O)N3C[C@@H](CO)[C@H](c4ccccn4)C3)[nH]c2c1,?
Cc1cc(C)c(NC(=O)C2CCCN(C(=O)c3cnn(-c4ccccc4)c3-n3cccc3)C2)c(C)c1 (stereo unspecified),?
COC[C@@H]1CN(C(=O)Cc2c[nH]c3ccccc23)C[C@H]1c1nc(C)no1,?
COCC(=O)Nc1cccc(-c2nc3cccnc3s2)c1,46%[activator]
CCC(=O)N1CCc2cc(Br)cc(S(=O)(=O)N3CCC(C(=O)NCCCOC(C)C)CC3)c21,?
CCOC(=O)c1[nH]c2ccccc2c1NC(=O)c1ccc(C)c(C)c1,-7%
CCOc1ccc(S(=O)(=O)NCC(c2ccc(N(C)C)cc2)N2CCCC2)cc1 (stereo unspecified),?
O=C1Nc2ccccc2CC12CCCCN2[S+](=O)([O-])c1cccc(C(F)(F)F)c1 (stereo unspecified),i
Cc1ccc(CNC(=O)C2CCN(S(=O)(=O)c3cn(C)cn3)CC2)cc1,75%[activator]
Cc1ccc(OCC(=O)NCC(=O)OCc2cc(=O)n3nc(CC(C)C)sc3n2)cc1,6%
CCOC(=O)C1CCN(C(=O)C2CCN(c3nnc(C)c4c(C)n(-c5ccccc5)nc34)CC2)CC1,3.2µM*
C=CCc1ccccc1OCCn1c(C2CC(=O)N(Cc3ccc(F)cc3)C2)nc2ccccc21 (stereo unspecified),?
Cc1cccc(C(=O)N2C[C@@H](F)C[C@H]2C(=O)N2CCOCC2)c1,43%[activator]
Cc1nc(C(=O)N2CCC(c3nnc(Cn4cccn4)n3C)CC2)cs1,11%
Cn1c(=O)c2c(ncn2Cc2ccc(Cl)cc2)n(C)c1=O,-8%
COc1ccc(NC(=O)CN2CCCN(S(=O)(=O)c3ccc(Br)cc3)CC2)c(OC)c1,i
COc1cc(C(=O)NCC(c2ccco2)S(=O)(=O)c2cccs2)cc(OC)c1OC (stereo unspecified),i
CCCN(C(=O)c1nn(-c2ccc(OC)c(Cl)c2)c(=O)c2c1c1ccccc1n2C)c1ccccc1F,4%
COc1ccc(-c2nnc(C[C@@H]3C[C@@H](C(C)C)[C@H](CO)C=C3C)o2)cc1,10µM*
CCc1nc2c(c(-c3ccc(Cl)cc3)n1)CN(Cc1ccc(OC)cc1)CC2,11µM*
COCc1nc(-c2ccc(OC3CN(S(=O)(=O)c4ccccc4C)C3)cc2)no1,?
CC(C)NC(=O)C1CCC(=O)N1C1CCNCC1 (stereo unspecified),12%
CC(C)COc1ccc(C(=O)Nc2ccc(S(=O)(=O)Nc3ncccn3)cc2)cc1,17%
CNC(=O)[C@@H]1CN(C(=O)c2cc(C)[nH]n2)C[C@H]1C1CCN(C)CC1,12%
COc1ccc(-c2cc(C(F)(F)F)n3nc(C(=O)NCC45CC6CC(CC(C6)C4)C5)cc3n2)cc1,40%
CCN1CC2(CCN(C(=O)c3cnc4c(O)cccn4c3=O)CC2)OC1=O,-11%
O=C(NCc1ccccc1)c1cnc2n1CCN(Cc1ccc(F)cc1)CC2,-22%[44.1 µM]
Cn1c(CNC(=O)CC2CCOCC2)nc2ccccc21,62%[activator]
CC(C)(C)C(=O)N1CCCC2(CN[S+](=O)([O-])c3cccnc3O2)C1 (stereo unspecified),2%
CCn1cc(CN2C[C@@H](CO)[C@H](NC(=O)C3CC3)C2)cn1,44%
c1ccc(CCc2nc3nccc(-c4ccc5c(c4)OCCCO5)n3n2)cc1,?
O=C(Nc1cc(C(F)(F)F)ccc1Cl)c1cc2nc(-c3ccc4c(c3)OCO4)cc(C(F)(F)F)n2n1,40%[activator]
O=C(COc1ccc2nncn2n1)N1CCCC(c2ccn[nH]2)C1 (stereo unspecified),14%
COc1cccc(N(Cc2nnc3n2CCCCC3)C(=O)Nc2cccc(Cl)c2)c1,-4%
Cc1nc(C)c(C(=O)N2CCC(N3CC4CC(C3)[C@H]3CCCC(=O)N3C4)CC2)s1 (stereo partly specified),-4%
CN(Cc1ccc(N2CCNC2=O)cc1)CC1CCCN(CCc2ccc(F)cc2)C1 (stereo unspecified),13µM*
O=C1NCCC[C@@H]1NC(=O)[C@H]1CN(C(=O)c2ccccc2)CCN1S(=O)(=O)c1ccc(F)cc1,25%
Cc1cccc(-c2nc(SCCCOc3ccc(Cl)c(C)c3)n3[nH]c(=O)cc3n2)c1,i
CC(C)C1=NOC2(CCN(C(=O)c3ccccc3)C2)C1 (stereo unspecified),?
Cc1ccc(OCCSc2nc3ccccc3n2CC(=O)N2CCOCC2)cc1C,20%
CNC(=O)C1(N2CCC[C@H]2C(=O)N2CCOCC2)COC1,1%[44.1 µM]
CC(=O)Nc1nonc1-c1nnc(SCC(=O)Nc2cc(C)cc(C)c2)n1C,-2%
O=C(NC[C@H]1OC[C@@H](NCc2ccccc2O)[C@@H]1O)Nc1ccccc1,-11%[44.1 µM]
COc1ccc(CNc2oc(/C=C/c3cccc(OC)c3)nc2C#N)cc1,i
C[S+](=O)([O-])N1Cc2ccccc2CC2(CCN(CC3CCOCC3)C2)C1 (stereo unspecified),-28%
CC(=O)Nc1cccc(-c2ccc3c(n2)CN(Cc2nc4ccccc4s2)C(=O)CO3)c1,-10%
CN(C)c1nc2c(c(=O)[nH]1)CCN(Cc1ccncc1)CC2,i[5.79 µM]
Oc1ccc(Cl)cc1C1=Nc2ccccc2N=C(c2cccc(Br)c2)C1,?
CN(C[C@H]1CN2CC[C@H]1C[C@@H]2CNC(=S)NCc1ccco1)c1ccccc1,?
CCN(CC)c1ccc(NC(=O)CCS(=O)(=O)c2cccc3nsnc23)c(C)c1,-10%
CCOC(=O)c1cc(S(=O)(=O)Nc2ccc(OC(F)(F)F)cc2)[nH]n1,15%
COCC(=O)N[C@H]1CO[C@H]2[C@@H]1OC[C@@H]2Nc1nccc(-c2cccc(F)c2)n1,i
O=C(Nc1ccc2c(c1)OCCO2)N1CC(c2nc(CCOCC3CC3)no2)C1,?
C[S+](=O)([O-])N1CCc2nc(-c3ccccc3)nc(-c3ccc(Cl)cc3)c2C1,-30%
CCc1nnc(SCC(=O)Nc2ccccc2Cl)nc1CC,-18%

# In a second layout: results already given
compound | Pf Dd2 inh
CN(C)c1nc2c(c(=O)[nH]1)CCN(Cc1ccncc1)CC2 | i[5.79 µM]
O=C(NC[C@H]1OC[C@@H](NCc2ccccc2O)[C@@H]1O)Nc1ccccc1 | -11%[44.1 µM]
Oc1ccc(Cl)cc1C1=Nc2ccccc2N=C(c2cccc(Br)c2)C1 | ?
CCc1nnc(SCC(=O)Nc2ccccc2Cl)nc1CC | -18%
COCC(=O)N[C@H]1CO[C@H]2[C@@H]1OC[C@@H]2Nc1nccc(-c2cccc(F)c2)n1 | i
CN(C[C@H]1CN2CC[C@H]1C[C@@H]2CNC(=S)NCc1ccco1)c1ccccc1 | ?
C[S+](=O)([O-])N1Cc2ccccc2CC2(CCN(CC3CCOCC3)C2)C1 (stereo unspecified) | -28%

# More records:
SMILES,Pf Dd2 inh
O=C(O)c1cccc(C(=O)N2C[C@@H](C(=O)O)[C@H](c3ccc4c(c3)OCO4)C2)c1,-8%
CC(C)c1ccc(NC(=O)CN2C(=O)CN=C(c3ccccc3)c3ccccc32)cc1,-18%
CS(=O)(=O)N1CCC(OC2CCN(C(=O)Nc3cc(F)ccc3F)CC2)CC1,?
COCCNC(=O)c1ccc(Cn2c(SCC(N)=O)nc3ccccc3c2=O)cc1,-27%
CC1(C(=O)Nc2ncc(Cc3ccc(Br)cc3)s2)Cc2ccccc2C(=O)O1 (stereo unspecified),-10%
COc1ccc(-c2nc3n(n2)C(c2ccccc2OC)C(C(=O)Nc2cccnc2)=C(C)N3)cc1 (stereo unspecified),?
CN1CCN(c2nc3c(S(=O)(=O)c4ccccc4)nnn3c3ccsc23)CC1,11%
COC(=O)[C@H](NC(=O)[C@@H]1C[C@H](NC(=O)Nc2cccc(SC)c2)CN1C(=O)C=C(C)C)C(C)C,5%
O=c1ccc(-c2cncnc2)c2n1C[C@H]1C[C@@H]2CN(S(=O)(=O)c2ccccc2)C1,20%[44.1 µM]
Cc1cccc(O[C@H]2COCCN(Cc3cnn(C)c3)C2)n1,-12%[44.1 µM]
O=S(=O)(c1ccc(F)cc1)N1CCCC(c2nn[nH]n2)C1 (stereo unspecified),0%
COC(=O)[C@@H]1Cc2ncn(C(C)C)c2CN1C(=O)c1ccccc1,-2%[44.1 µM]
O=C1COCCN1c1cc(-c2ccccc2Oc2ccccc2)cn2cncc12,i
CNC(=O)[C@@H]1CN(C(=O)CCc2c[nH]c3ccccc23)C[C@H]1CO,-1%
O=C(NC[C@H]1Cn2cc(-c3ccccc3)nc2CO1)c1ccc2c(c1)OCO2,i
C#C[C@H]1CN2CC[C@H]1C[C@@H]2COC(=O)Nc1ccc(OC(F)(F)F)cc1,11µM*
CCc1nn(CC(=O)NCc2ccc(OC)c(OC)c2)c(=O)c2cc3sc(C)cc3n12,-6%
Cc1ccc(S(=O)(=O)c2nc(-c3ccc(Cl)cc3)oc2N2CCCCCC2)cc1,?
Cc1nnc([C@@H]2CC(F)(F)CN2)o1,76%[activator]
COc1cccc(S(=O)(=O)N2CCCCCCNC(=O)[C@@H]3CCCC[C@@H]32)c1,-25%
Cc1ccc(Cc2c(C)nc3nc(SCC(=O)NCCC(C)C)nn3c2C)cc1,13%
COCCCNC(=O)CCC(=O)NNc1nc2ccccc2c2nc(-c3ccccc3)nn12,-19%
CC1CN(C(=O)CCC(=O)NCc2cccs2)c2cc(Cl)ccc2O1 (stereo unspecified),3%
COCC1CN(C2CCC2)CC12CCN(C(=O)c1ccc(F)cc1F)CC2 (stereo unspecified),i
Cc1cccc(NC(=O)C2CCC(CNS(=O)(=O)c3ccc(Br)s3)CC2)c1 (stereo unspecified),34%[activator]
CN1C[C@@H](NC(=O)COc2ccccc2)C[C@H]1c1nc(-c2ccc(Cl)cc2)no1,i
O=C(Nc1ccc2c(c1)CCC2)c1cc2c(s1)CN(C1CC1)C2,?
COc1ccc(CC(=O)N2[C@H]3CC[C@@H]2c2cnc(-c4ccccc4)nc2C3)cc1OC,-19%
Cc1nc(-c2cn(C3CCCN(C(=O)c4cccc(N(C)C)c4)C3)nn2)no1 (stereo unspecified),i
O=C(Cn1nc2n(c1=O)CCCC2)Nc1ccc2c(c1)OCO2,20%

# Reprinted from the part before: 4 compounds, followed by the next part.
SMILES,Pf Dd2 inh
O=C(Nc1ccc2c(c1)CCC2)c1cc2c(s1)CN(C1CC1)C2,?
COc1ccc(CC(=O)N2[C@H]3CC[C@@H]2c2cnc(-c4ccccc4)nc2C3)cc1OC,-19%
Cc1nc(-c2cn(C3CCCN(C(=O)c4cccc(N(C)C)c4)C3)nn2)no1 (stereo unspecified),i
O=C(Cn1nc2n(c1=O)CCCC2)Nc1ccc2c(c1)OCO2,20%
CCOC(=O)c1cc2c(=O)n3ccccc3nc2n(CC2CCCO2)c1=NC(=O)c1ccc(OC)cc1OC (stereo unspecified),i
CN(Cc1ncc[nH]1)C(=O)C1CCC(=O)N(CCc2ccccn2)C1 (stereo unspecified),8%
O=C(CN1C(=O)c2cccnc2Oc2ccc(Cl)cc21)NCCc1ccccc1,i
COc1ccc(-c2nnn3c2nc(NCc2ccccc2)c2ccccc23)cc1,-3%
COCc1noc([C@@H]2CN(S(=O)(=O)c3c(C)noc3C)C[C@H]2C(N)=O)n1,1%
CCOCCOC1CCN(C(=O)c2ccc(OC)nc2)CC1,34%
CN(C)CCNC(=O)c1ccc(-c2ccc(N3CCCCCC3)nc2)cc1,-15%
COc1cccc(C2CCN(Cc3cn(-c4ccccc4)nn3)C2)c1OC (stereo unspecified),13µM*
CS(=O)(=O)c1ncc(N(Cc2ccco2)Cc2cccs2)c(C(=O)Nc2ccccc2F)n1,?
COc1ccc(-c2cc(N3CCCN(C(=O)Cc4ccc(C)cc4)CC3)n[nH]2)cc1,-8%
O=C(Cc1cccc(F)c1)N1CCOCC12CCN(Cc1ccccc1)CC2,?
N#CC1CCN(C(=O)C2(c3ccc(Cl)cc3)CCOCC2)CC1,-5%
CCOc1ccccc1C(=O)Nc1ccc(-n2nncc2-c2ccccc2)cc1,i
COC(=O)CCCCCn1c(-c2ccccc2)cn2c3c(=O)n(C)c(=O)n(C)c3nc12,12%
Cc1noc(C)c1[S+](=O)([O-])N1CCc2nc(C3CC3)nc(-c3ccc(Cl)cc3)c2C1,-7%
O=C(COc1cccc(Cl)c1)N1CCC(c2nc3ccccc3o2)CC1,-4%
CC(C)CCC1=NC2(CCN(C(=O)C3CC34CCCC4)CC2)C(=O)N1 (stereo unspecified),-22%
Cc1cccc(C)c1Nc1sc(C(=O)c2ccccc2)c(N)c1S(=O)(=O)c1ccccc1,i
CN(C)c1ccc(NC(=O)CSC2=Nc3ccccc3C3=NC(CCC(=O)NCc4cccs4)C(=O)N23)cc1 (stereo unspecified),-25%
CCc1ccccc1NC(=O)c1cc2c(N3CCSCC3)nc(C)cn2n1,-4%
COc1ccccc1NC(=O)c1ccc2c(Cl)c3c(nc2c1)CCCC3,12%
O=C(c1ccco1)N1CC[C@@H]2[C@@H](CCC(=O)N2CCc2ccccn2)C1,-9%

# Source: PubChem (National Center for Advancing Translational Sciences (NCATS))
